Anthrax LF inh2: Bacillus anthracis LF protease inhibitors, primary screen, biochemical, multiplex microsphere, MLPCN library; multiplex microsphere protease cleavage assay; inhibition, % at 10 µM; 360,000 tested, 0.12% active; AID 588501, 2011; also: plate controls were buffer without enzyme for full effect and enzyme alone for no effect
UGM FP inh: M. tuberculosis UGM enzyme inhibitors, primary screen, biochemical, fluorescence polarization, single point. purified UGM, fluorescence polarization probe displacement. inhibition, % at 10 µM. 320,000 tested, 0.06% active. AID 504406, 2011; in the data active = inhibition above about 10%, passing the limit was not always enough; inconclusive = no clear call, values can overlap the other calls
Target sequence (P9WIQ1 whole entry, looked up): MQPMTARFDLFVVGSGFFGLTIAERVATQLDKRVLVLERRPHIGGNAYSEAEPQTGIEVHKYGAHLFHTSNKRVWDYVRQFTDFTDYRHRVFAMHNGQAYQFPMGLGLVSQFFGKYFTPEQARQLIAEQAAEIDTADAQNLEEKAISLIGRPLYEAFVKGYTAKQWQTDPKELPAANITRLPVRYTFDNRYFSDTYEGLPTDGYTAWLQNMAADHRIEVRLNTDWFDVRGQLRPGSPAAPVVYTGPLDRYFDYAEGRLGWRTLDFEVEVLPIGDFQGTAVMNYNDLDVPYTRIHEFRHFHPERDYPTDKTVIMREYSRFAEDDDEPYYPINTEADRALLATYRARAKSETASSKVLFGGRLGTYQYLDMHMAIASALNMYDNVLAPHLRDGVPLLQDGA
FBA Mtb inh: Mtb FBA enzyme inhibitors, primary screen, biochemical, fluorescence, strain H37Rv; Fructose-bisphosphate aldolase (Mycobacterium tuberculosis (strain ATCC 25618 / H37Rv)), …; purified M. tuberculosis FBA, fluorescence read-out; inhibition, % at 1 µM; 360,000 tested, 2.3% active; in the data active = inhibition above about 27%;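 also: 0% = vehicle and 100% = reference inhibitor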
Target sequence (P9WQA3 whole entry, looked up): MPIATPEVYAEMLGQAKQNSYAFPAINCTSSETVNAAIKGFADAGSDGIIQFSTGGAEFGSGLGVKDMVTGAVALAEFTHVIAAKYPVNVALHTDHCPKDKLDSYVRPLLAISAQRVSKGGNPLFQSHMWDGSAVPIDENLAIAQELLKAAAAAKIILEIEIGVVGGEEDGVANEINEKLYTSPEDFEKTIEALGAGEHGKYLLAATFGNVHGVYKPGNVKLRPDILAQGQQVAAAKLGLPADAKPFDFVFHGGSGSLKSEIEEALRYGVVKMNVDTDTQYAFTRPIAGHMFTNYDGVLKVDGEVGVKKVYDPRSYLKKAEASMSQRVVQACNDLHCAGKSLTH
GDH-TPI counter: GDH-TPI coupling enzyme inhibitors, primary screen, artefact control for M. tuberculosis FBA inhibitor project, biochemical, absorbance, full deck; GDH-TPI coupled enzyme counterscreen, NADH absorbance; inhibition, % at 4.8 µM; 360,000 tested, 1.2% active; in the data active = inhibition above about 30%;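 also: 0% = DMSO wells and 100% = wells lacking the enzyme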
BioA inh: M. tuberculosis BioA enzyme inhibitors, primary screen, biochemical, plate reader, single point, HTS | AID 602481, 2012 | 360,000 tested, 0.096% active | 7,8-diaminopelargonic acid synthase BioA (Mycobacterium tuberculosis) | inhibition, % at 9.99 µM | purified M. tuberculosis BioA enzyme; in the data active = inhibition above about 40%; inconclusive = no clear call, values can overlap the other calls
BoNT-A LC inh2: BoNT/A light chain protease inhibitors, primary screen, biochemical, flow cytometry, MLPCN library; AID 588499, 2011; 360,000 tested, 0.17% active; inhibition, % at 10 µM; multiplex microsphere protease substrate cleavage; Botulinum neurotoxin type A light chain protease (Clostridium botulinum A str. ATCC 3502); also: plate controls were buffer without enzyme for full effect and enzyme alone for no effect
PfHsp40 yeast: rescue of yeast from PfHsp40 toxicity, primary screen, S. cerevisiae, ATP luminescence; growth rescue, % at 12.5 µM; S. cerevisiae expressing PfHsp40, growth rescue; 340,000 tested, 0.68% active; AID 504582, 2011; in the data active = growth rescue above about 28%, passing the limit was not always enough; inconclusive = no clear call, values can overlap the other calls;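 also: yeast W303a lacking pdr1 and pdr3 grown in galactose medium; growth measured after three days at 30 °C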
BoNT F protease: BoNT/F light chain protease inhibitors, primary screen, biochemical, flow cytometry, MLPCN library; inhibition, % at 10 µM; AID 588497, 2011; 360,000 tested, 0.22% active; Multiplex microsphere protease cleavage assay; Botulinum neurotoxin type F light chain protease (Clostridium botulinum); in the data active = inhibition above about 35%, passing the limit was not always enough; inconclusive = no clear call, values can overlap the other calls; also: plate controls were buffer without enzyme for full effect and enzyme alone for no effect
FadD28 FP inh: inhibitors of FadD28 bisubstrate probe binding, primary screen, biochemical, fluorescence polarization, single point. inhibition, % at 12.5 µM. 360,000 tested, 0.22% active. Mycobacterium tuberculosis FadD28 fatty-acid-AMP ligase; in the data active = inhibition above about 8.5%, passing the limit was not always enough; inconclusive = no clear call, values can overlap the other calls
The depositor's hits bear a star; ? = inconclusive; / = no result given. Rule as the data show it, unless noted: active = inhibition above about 30%; inconclusive = no clear call, values can overlap the other calls; inactive = below that.

SMILES	Anthrax LF inh2	UGM FP inh	FBA Mtb inh	GDH-TPI counter	BioA inh	BoNT-A LC inh2	PfHsp40 yeast	BoNT F protease	FadD28 FP inh
CC(=O)N/N=C/c1cc(C(C)(C)C)cc(/C=N/NC(C)=O)c1O	-1	-0.1	-6	8	-29	-0.9	12	-4	-5.0
CCN(CC)c1ncnc2c1ncn2Cc1c(Cl)cccc1Cl	2	-0.9	-2	7	0.2	1.0	-0.1	3	-0.2
COc1cc(NC(=O)CSc2nc3[nH]ncc3c(=O)n2-c2ccc(Cl)cc2)cc(OC)c1	-1	-0.8	2	13	6.8	1.9	1.6	1	-20
O=C(NCC(c1ccco1)N1CCc2ccccc2C1)c1c(F)cccc1F (configuration not stated)	4	6.2	1	5	-1.7	-1.4	-0.1	-4	-12
CC(=O)Nc1ccc(S(=O)(=O)Nc2ccc(NC(=O)c3ccco3)cc2)cc1	5	1.0	3	15	1.5	-0.1	-1.2	11	-4.2
CCCOc1cccc(-c2nc3ccccc3c(=O)o2)c1	-2	3.6	-2	-5	/	-0.7	0.0	1	-4.9
CN1CCN(S(=O)(=O)c2cccc(S(=O)(=O)c3ccc(Cl)c(Cl)c3)c2)CC1	-2	1.1	3	8	0.0	-0.2	0.3	-4	-3.7
CCc1ccc(N/C(N)=N/c2nc(CSc3ncccn3)cc(=O)[nH]2)cc1	1	-2.5	-1	-3	/	-0.6	-0.3	-1	0.2
COc1ccc(NC(=O)COC(=O)CCCc2c[nH]c3ccccc23)cc1	1	0.5	-4	-16	0.6	-2.6	1.9	-12	-3.4
CC(=O)OCC(=O)[C@H]1CC[C@H]2[C@@H]3CC[C@H]4C[C@H](O)CC[C@]4(C)[C@H]3C(=O)C[C@]12C	-9	-1.1	3	-5	-0.2	1.0	3.9	5	1.0
COc1ccc(C=C2CCC3C(CCCC34OCCO4)C2=O)cc1 (configuration not stated)	2	/	4	26	0.6	-0.3	/	-6	0.1
CC(=O)Nc1ccc(Nc2c([N+](=O)[O-])cc(S(C)(=O)=O)cc2[N+](=O)[O-])cc1	0	-0.8	-8	18	/	-1.1	6.1	-15	-0.2
CS(=O)(=O)c1ccc(Cl)c(NC(=O)C2CCCCN2S(=O)(=O)c2ccccc2)c1 (configuration not stated)	-3	-0.3	-1	2	-0.1	-0.2	-0.5	-3	-0.8
NS(=O)(=O)c1cc(C(=O)NCC2CCCCC2)ccc1Cl	-1	-2.0	0	-1	0.4	1.5	-1.0	3	/
CC1(C)CC(=O)C=C(N2CCOCC2)C1	6	5.3	-2	-6	-0.1	0.5	0.4	-1	-3.7
O=C(CCC1CCCCC1)Nc1ccccc1-c1ccccc1	-4	-2.5	-1	2	-0.3	?	1.5	0	-0.5
C=CCNCc1ccc(C(=O)NCCCCCCC)cc1[N+](=O)[O-]	-12	-2.8	6	10	0.7	0.1	-0.2	-13	-1.9
O=C(NCCS(=O)(=O)N1CCN(c2ccc(F)cc2)CC1)C1CC(=O)N(c2ccccc2)C1 (configuration not stated)	0	-0.6	-3	-4	-0.1	0.3	0.4	-7	-3.1
CCOC(CNC(=O)Cn1nc(C)c2ccccc21)OCC	-3	0.2	-1	-4	/	-0.7	-2.1	1	-2.6
CC(C)(C)OC(=O)NC(Cc1ccccc1)C(=O)NC(CSC1CCCCO1)C(=O)NN (configuration not stated)	40*	-2.4	0	7	1.0	-1.2	1.4	8	-0.6
COc1ccc(CNc2nc(-c3cccnc3)nn2C(C)=O)cc1	-5	1.1	-7	-2	4.9	-0.6	-0.7	-4	-2.2
CC(C)CC(C(=O)NC1CCCCC1)N(Cc1ccccc1)C(=O)c1snc(C(N)=O)c1N (configuration not stated)	2	1.3	5	10	/	-4.3	2.9	-10	-0.3
CC1SC(=Nc2ccccc2)N(S(=O)(=O)c2ccccc2)C1=O (configuration not stated)	1	/	1	7	-1.6	-0.8	3.3	0	-1.5
Cc1ccc(CNC(=O)C2CC3Cn4c(nc5cc(C)c(C)cc54)C3N2C)o1 (configuration not stated)	1	2.9	-2	-4	1.1	0.4	0.8	-1	-1.8
Cc1cc(C(=O)NC2CCCN(Cc3ccccc3F)C2)no1 (configuration not stated)	0	0.6	-1	-6	-1.5	0.4	1.3	-2	-3.6
(more compounds)
SMILES	Anthrax LF inh2	UGM FP inh	FBA Mtb inh	GDH-TPI counter	BioA inh	BoNT-A LC inh2	PfHsp40 yeast	BoNT F protease	FadD28 FP inh
O=C(C[n+]1ccsc1)c1ccccc1	-2	-0.2	6	0	-2.3	-0.3	-0.5	-1	1.0
CC(=O)N1CCN=C1SCc1ccccc1Cl	-7	-0.6	0	9	-0.5	-0.1	-1.0	-9	-3.2
O=C(C1CCCN1S(=O)(=O)c1ccc(Cl)cc1)N1CCCCC1 (configuration not stated)	-2	1.3	2	8	-4.8	-3.8	-1.7	-10	-0.8
COc1ccc(S(=O)(=O)Nc2ccccc2N2CCOCC2)cc1OC	-4	-0.1	3	3	-1.0	-1.0	-1.2	-8	1.5
COc1ccc(C(=O)CSc2nnc(CNc3ccc(C)cc3C)o2)cc1	-2	2.1	-2	0	0.2	-0.6	0.7	1	-2.7
Cc1c(C(=O)NCC(C)C)sc2nc(-c3ccc(F)cc3)cn12	6	0.6	-2	-2	-0.4	-1.2	2.4	-8	-2.6
COc1ccc(CC(=O)NCc2n[nH]c(=S)n2-c2ccccc2OC)cc1	-11	1.1	-1	-5	/	0.9	-0.3	1	-3.0
CC(=O)/C(C#N)=C1\NC(=O)C(Cc2ccc(C)c(Cl)c2)S1 (configuration not stated)	/	1.2	2	21	0.0	/	2.6	/	-4.0
Cc1cc(N2CCN(C(c3ccccc3)c3ccccc3)CC2)n2ncnc2n1	1	1.4	-1	-6	/	-0.4	0.1	0	-3.0
N#C/C(=C\c1ccc(N2CCOCC2)o1)C(=O)Nc1ccc(O)cc1	-1	-7.9	-45	2	-14	-0.7	2.2	2	-0.7
O=C1c2oc3ccc(F)cc3c(=O)c2C(c2ccccc2)N1CC1CCCO1 (configuration not stated)	0	-1.3	-5	-4	/	0.0	0.6	3	-4.0
Cc1cccnc1NC(=O)Cn1nc(C)c([N+](=O)[O-])c1C	-1	0.9	0	7	-2.2	0.1	0.0	-11	-3.6
O=C(Nc1c2c(nn1-c1ccc(F)cc1)CSC2)c1ccc(S(=O)(=O)N2CCOCC2)cc1	0	1.2	2	13	-1.2	2.4	-1.2	6	1.1
O=C(Cc1cccs1)Nc1ccon1	-7	0.6	-1	21	/	?	0.8	5	1.0
NC(=O)CSc1nc2sc3c(c2c2ncnn12)CCCC3	2	0.5	4	6	1.2	0.4	-0.8	0	-1.2
CCOC(=O)C1=C(C)NC(C)=C(C(=O)OC)C1c1ccco1 (configuration not stated)	-1	3.3	0	18	/	0.0	0.8	12	-1.8
CC1CCCCC1NC(=O)c1ccc2c(c1)[nH]c(=O)n2C1CCCC1 (configuration not stated)	-1	-0.3	4	6	-0.1	0.2	1.6	-3	-1.9
Cc1cccc(C)c1NC(=O)c1cccc(C(=O)Nc2c(C)cccc2C)n1	10	0.0	-2	-5	0.6	1.7	0.4	?	-2.4
CCOC(=O)c1c(C)[nH]c(C)c1C(=O)COC(=O)CSc1ccc(C)cc1	-7	2.2	-4	-1	0.2	0.0	0.4	-2	-4.5
CCCCOC(=O)C1=C(C)NC2=C(C(=O)CCC2)C1c1cc(OC)ccc1OC (configuration not stated)	-7	-0.5	-3	3	-0.6	1.9	-0.1	3	-0.5
CC(C)(C)OC(=O)N[C@@H](Cc1ccccc1)C(=O)N[C@@H](CO)[C@H](O)[C@@H]1C[C@@H]1C(=O)NC1CCCCC1	-1	-0.8	2	-6	0.9	0.0	0.0	-2	-1.6
Cc1cc(C(F)(F)F)cc(NNC(=O)NC(=O)c2ccc(Cl)cc2)n1	-14	-0.2	3	14	-1.8	3.6	0.0	?	-2.3
Cc1ccc([C@@H]2C[C@H]3[C@@H](CN2S(=O)(=O)c2ccc(C)cc2)C(=O)C[C@@H](c2cccc(Cl)c2)N3S(=O)(=O)c2ccc(C)cc2)cc1	-5	/	-2	3	-1.4	0.0	/	3	-2.9
O=C(c1cccc2cccc(O)c12)N1CCCCC1	3	0.6	-2	4	-1.5	0.5	0.5	-5	0.7
Cc1cc(-c2cccc([N+](=O)[O-])c2)nc2ccc3ccccc3c12	-7	-1.7	0	8	-0.9	2.6	-1.7	2	-1.0

Limited to Anthrax LF inh2, BoNT F protease and PfHsp40 yeast, for 2 of the compounds above:
SMILES | Anthrax LF inh2 | BoNT F protease | PfHsp40 yeast
CCOC(=O)C1=C(C)NC(C)=C(C(=O)OC)C1c1ccco1 (configuration not stated) | -1 | 12 | 0.8
CC1CCCCC1NC(=O)c1ccc2c(c1)[nH]c(=O)n2C1CCCC1 (configuration not stated) | -1 | -3 | 1.6

The list continues.
SMILES	Anthrax LF inh2	UGM FP inh	FBA Mtb inh	GDH-TPI counter	BioA inh	BoNT-A LC inh2	PfHsp40 yeast	BoNT F protease	FadD28 FP inh
CC/C(=C\C(=O)c1ccncc1)Nc1ccc(O)cc1	-3	2.7	-1	18	0.2	0.0	-2.4	-1	-3.3
COc1ccccc1CNC(=O)COC(=O)CCN1C(=O)C2CC=CCC2C1=O (configuration not stated)	0	/	1	9	-0.5	0.1	/	-5	0.1
COc1ccc(NC(=O)C2CCN(S(C)(=O)=O)CC2)cc1Cl	1	-1.3	0	8	/	-0.2	0.7	3	-0.2
CCCCCCCCSc1nnc(CSc2nc3nc(C)cc(C)n3n2)o1	2	-0.1	2	8	0.5	0.7	18	2	?
CC(C(=O)Nc1ccc(Br)cc1C(=O)c1ccccc1)N1CCCCC1 (configuration not stated)	-5	-0.2	0	16	/	5.7	-0.6	8	-0.4
CC1(C)SC(=S)N(/N=C/c2cccnc2)C1N(O)C(=O)Nc1ccccc1 (configuration not stated)	-16	-0.4	-4	4	/	?	-1.9	?	-0.4
Cc1nn(C)c(Oc2ccccc2)c1CCNC(=O)CC(C)C	0	-5.9	-1	2	/	-0.5	-1.2	-6	-1.6

Sorted by SMILES length (low to high): part of the list above
SMILES	Anthrax LF inh2	UGM FP inh	FBA Mtb inh	GDH-TPI counter	BioA inh	BoNT-A LC inh2	PfHsp40 yeast	BoNT F protease	FadD28 FP inh
O=C(c1cccc2cccc(O)c12)N1CCCCC1	3	0.6	-2	4	-1.5	0.5	0.5	-5	0.7
CC/C(=C\C(=O)c1ccncc1)Nc1ccc(O)cc1	-3	2.7	-1	18	0.2	0.0	-2.4	-1	-3.3
CCCCCCCCSc1nnc(CSc2nc3nc(C)cc(C)n3n2)o1	2	-0.1	2	8	0.5	0.7	18	2	?
COc1ccc(NC(=O)C2CCN(S(C)(=O)=O)CC2)cc1Cl	1	-1.3	0	8	/	-0.2	0.7	3	-0.2
CC(C(=O)Nc1ccc(Br)cc1C(=O)c1ccccc1)N1CCCCC1 (configuration not stated)	-5	-0.2	0	16	/	5.7	-0.6	8	-0.4
Cc1cc(C(F)(F)F)cc(NNC(=O)NC(=O)c2ccc(Cl)cc2)n1	-14	-0.2	3	14	-1.8	3.6	0.0	?	-2.3
CC1(C)SC(=S)N(/N=C/c2cccnc2)C1N(O)C(=O)Nc1ccccc1 (configuration not stated)	-16	-0.4	-4	4	/	?	-1.9	?	-0.4
Cc1ccc([C@@H]2C[C@H]3[C@@H](CN2S(=O)(=O)c2ccc(C)cc2)C(=O)C[C@@H](c2cccc(Cl)c2)N3S(=O)(=O)c2ccc(C)cc2)cc1	-5	/	-2	3	-1.4	0.0	/	3	-2.9

Source: PubChem (several laboratories)
